# Bioassay records (PubChem BioAssay)
# All columns: NCI-60 one-dose screen, growth in % after 48 h at 10 µM unless noted; 100 = growth as untreated, 0 = no growth, -100 = all killed.
# RPMI-8226: RPMI-8226 leukemia cells. AID 1794781. 7.5% of 77,000 active
# MDA-MB-435: MDA-MB-435 melanoma; 7.8% of 82,000 active; AID 1794794
# MCF7: MCF7 breast cancer; 6.3% of 82,000 active; AID 1794796
# K-562: K-562 leukemia. 7.4% of 78,000 active. AID 1794777
# MDA-MB-468: MDA-MB-468 breast cancer. 8.5% of 78,000 active
# SR: SR leukemia cells. 8.7% of 73,000 active. AID 1794780
# MDA-MB-231: MDA-MB-231 breast cancer. 5% of 81,000 active. AID 1794789
# MOLT-4: MOLT-4 leukemia cells | AID 1794779 | 6.9% of 80,000 active
# An asterisk follows results filed as active; . = not tested or not shown; & = joins results of further samples. Rule for the calls: active = growth percent below 10; inactive = the rest.
no.	Molecule	RPMI-8226	MDA-MB-435	MCF7	K-562
1	COC(=O)CC1OCC=C2CN3CCC45C6=CC(=O)C(=O)C([N+](=O)[O-])=C6NC4C1C2CC35 (stereo not given)	98.8	112.1	106.3	.
2	COCc1ccc(C(=O)NC(CC(C)C)c2nnc3n2CCN(Cc2ccc(OC)cc2)C3)o1 (stereo not given)	106.2	102.6	99.8	101.4
3	COc1ccc(-c2cc3c(SCC(=O)Nc4cc(C(F)(F)F)ccc4Cl)nccn3n2)cc1	98.3	105.5	96.7	89.2
4	COc1cc(C(=O)/C=C/c2ccc(OCCCCCC[P+](c3ccccc3)(c3ccccc3)c3ccccc3)cc2)cc(OC)c1OC	0.3*	-58.9*	-68.1*	0.5*
5	CC1(C)CC[C@]2(C(=O)O)CC[C@]3(C)C(=CC[C@@H]4[C@@]5(C)CC[C@H](O)C(C)(C)[C@@H]5CC[C@]43C)C2C1 (stereo not given in full)	20.0	58.9	50.4	31.7
6	O=C(Nc1ncccc1OCc1ccccc1)NC12CC3CC(CC(C3)C1)C2	79.0	87.8	82.8	80.8
7	Nc1cccc([N+](=O)[O-])c1C(=O)O	101.6	108.1	92.4	100.4
8	NS(=O)(=O)Oc1ccc(NC(=O)c2ccncc2)cc1	112.2	103.2	101.0	106.1
9	Cc1cccc(Cc2cnc(-n3nnc(C(=O)O)c3C)s2)c1	94.9	108.2	100.0	.
10	CC(C)(CO)N(CC(=O)O)CC(=O)O	97.6	101.5	95.2	105.1
11	COc1ccc(-c2nnc(COc3ccc(NC(=O)Nc4ccc(Cl)c(C(F)(F)F)c4)cc3F)o2)cc1	-26.2*	4.0*	2.3*	16.9
12	CCC1CCC2=C(C1)C(=O)c1ccccc1C2=O (stereo not given)	54.2	111.9	50.8	58.7
13	O=C1c2ccccc2CCC12OC2c1ccncc1 (stereo not given)	99.3	97.5	102.9	123.3
14	CC(NC(C(=O)c1ccccc1)c1ccccc1)c1ccccc1 (stereo not given)	.	106.5	118.7	99.4
15	N#Cc1ccc(-c2cn(CC(=O)Nc3nc4ccccc4s3)nn2)cc1	106.3	110.1	101.0	103.9

no.	MDA-MB-468	SR	MDA-MB-231	MOLT-4
1	105.7	.	118.1	.
2	99.4	97.8	107.2	103.7
3	101.4	77.4	92.7	88.6
4	-58.6*	.	-15.1*	14.0
5	21.6	.	78.6	30.7
6	74.7	83.7	77.6	82.3
7	94.1	100.9	103.7	97.0
8	100.7	117.5	109.4	111.5
9	103.1	85.5	98.1	98.9
10	97.4	95.3	.	101.8
11	.	-30.1*	-8.5*	2.7*
12	80.0	30.7	77.1	72.0
13	.	136.9	153.9	124.7
14	110.5	90.7	103.5	89.7
15	113.0	100.0	101.5	111.9

# In another format: 2 of the compounds above
# Values run as follows: RPMI-8226, MDA-MB-435, MCF7, K-562, MDA-MB-468, SR, MDA-MB-231, MOLT-4
15) N#Cc1ccc(-c2cn(CC(=O)Nc3nc4ccccc4s3)nn2)cc1
→ 106.3, 110.1, 101.0, 103.9, 113.0, 100.0, 101.5, 111.9
12) CCC1CCC2=C(C1)C(=O)c1ccccc1C2=O (stereo not given)
→ 54.2, 111.9, 50.8, 58.7, 80.0, 30.7, 77.1, 72.0

# Additional records follow.
no.	Molecule	RPMI-8226	MDA-MB-435	MCF7	K-562
16	COc1ccc(/C=C2\Oc3cc(OCCN4CCCCC4)ccc3C2=O)cc1OC	99.4	102.6	97.1	89.4
17	O=C1Nc2ccccc2Oc2ccc(S(=O)(=O)CC3CO3)cc21 (stereo not given)	44.9	46.3	18.1	18.0
18	CC(=O)Nc1cc(F)cc(C(F)(F)F)c1Cl	105.4	99.3	91.5	111.5
19	CCCOC(=O)n1cccc1	109.5	110.4	95.0	114.6
20	CCOC(=O)C(C)(C)N	99.4	99.5	99.4	108.8
21	O=C1CCC(N2CCN(c3ccc(F)cc3)CC2)N1 (stereo not given)	107.9	110.3	97.6	94.6
22	O=C1/C(=C/C2=Cc3ccccc3OC2)SC(=S)N1c1ccc2c(c1)OCO2	98.0	99.2	93.0	88.9
23	O=C1CC[C@@H](C(=O)N2CSC[C@H]2C(=O)O)N1	102.6	99.6	95.4	.
24	Cc1[nH]c(C2CC(c3cccs3)=NN2c2ccccc2)c(C)c1C(=O)NCC(F)(F)F (stereo not given)	88.8	99.3	83.7	98.5
25	Cc1cc2nc(C(Cl)Cl)nc(-c3cccnc3)n2n1	98.6	100.4	92.6	84.2
26	Cc1ccc(NS(=O)(=O)c2ccc(Nc3ncc4c(n3)CCCC4=O)cc2)cc1	76.6	93.3	80.4	65.9
27	O=C1C(O)C(O)C(O)C(O)C1O (stereo not given)	96.2&95.8	105.5&101.0	95.7&115.0	87.9&104.3
28	CC1(C)NC2=C(C(Nc3cccnc3)N1)C(c1ccccc1Cl)C(C(=O)c1ccc(N=[N+]=[N-])cc1)O2 (stereo not given)	104.5	103.4	96.1	102.1
29	COc1ccc(-n2c(NC(=O)C3CC3)c(C#N)c3ccccc32)cc1	42.0	99.1	72.1	63.5
30	CCCCN(CCCC)CCNc1ccc(C)c2sc3ccc(Cl)cc3c(=O)c12	95.5	109.7	85.8	94.8

no.	MDA-MB-468	SR	MDA-MB-231	MOLT-4
16	93.4	86.9	95.0	97.9
17	-5.7*	0.3*	48.4	42.8
18	86.3	101.4	109.6	105.1
19	106.5	114.2	99.0	116.9
20	101.0	.	122.1	.
21	119.5	98.6	108.1	98.0
22	98.1	.	102.7	98.2
23	99.4	86.3	116.5	103.4
24	110.0	100.4	90.8	80.7
25	97.2	71.7	92.8	89.6
26	69.4	56.4	88.6	83.6
27	102.8&107.4	85.6&104.7	113.5&113.7	97.0&105.7
28	136.1	102.5	97.0	104.1
29	71.1	53.3	31.9	64.9
30	89.5	91.3	80.3	95.3

# In the list so far, 2 have a nitro group on carbon:
no.	Molecule	RPMI-8226	MDA-MB-435	MCF7	K-562
1	COC(=O)CC1OCC=C2CN3CCC45C6=CC(=O)C(=O)C([N+](=O)[O-])=C6NC4C1C2CC35 (stereo not given)	98.8	112.1	106.3	.
7	Nc1cccc([N+](=O)[O-])c1C(=O)O	101.6	108.1	92.4	100.4

no.	MDA-MB-468	SR	MDA-MB-231	MOLT-4
1	105.7	.	118.1	.
7	94.1	100.9	103.7	97.0

# New compounds follow:
no.	Molecule	RPMI-8226	MDA-MB-435	MCF7	K-562
31	Cn1c(O)c(N=Nc2ccc(S(N)(=O)=O)cc2)c2cc(Cl)ccc21	100.5	93.8	93.5	94.9
32	O=C(Nc1ccc(Cl)c(Cl)c1)n1ncc2ccc([N+](=O)[O-])cc21	100.0	100.2	97.8	96.6
33	Cc1[nH]c2ccccc2c1C(C[N+](=O)[O-])c1ccccc1Cl (stereo not given)	83.7	101.4	105.5	76.5
34	CCN(CC)S(=O)(=O)c1ccc(NC(=O)CSc2nc3ccccc3o2)cc1	69.0	108.3	106.4	88.7
35	Clc1ccc(OC2CCO2)cc1Cl (stereo not given)	109.7	92.8	100.5	102.0
36	CCCCCCCCCCCCCCCc1ccc(OCC(O)CO)cc1 (stereo not given)	101.7	103.9	95.9	93.2
37	CC(C)(C)Nc1c(-c2cccnc2)nc2sccn12	99.0	106.5	90.7	85.1
38	COc1ccc(-c2n[nH]nc2-c2cc(OC)c3c(c2OC)OCO3)cc1	25.1	-12.3*	27.7	10.7
39	COc1ccc(C(=O)/C=C/c2ccc(Cl)cc2)cc1S(=O)(=O)NNC(=O)c1ccncc1	85.0	99.9	76.7	84.2
40	O=C(NCCn1ccnc1)c1ccc(-c2nc3ccc4[nH]ncc4c3c3c2CCCC3)cc1	77.6	-1.9*	20.5	24.1
41	NCCCBr	104.9	107.9	102.1	98.9
42	Clc1nc2ccccc2nc1Cl	100.7	112.2&100.3	101.6&97.1	99.7&95.7
43	Nc1nc(SCC(=O)c2ccc(Cl)cc2)c2ncn(C3OC(CO)C(O)C3O)c2n1 (stereo not given)	92.3	107.3	101.3	121.3
44	NC(=S)NNC(N)=S	99.8	113.7	97.1	95.0
45	Cc1ccc(C)c(N2CCN(c3ccncc3N)CC2)c1	78.4	80.1	57.7	60.4

no.	MDA-MB-468	SR	MDA-MB-231	MOLT-4
31	96.5	82.7	88.5	106.3
32	104.6	97.9	89.3	98.2
33	88.4	93.8	80.4	81.1
34	.	61.6	98.6	80.0
35	101.4	102.8	111.2	95.6
36	99.8	105.3	106.8	85.1
37	.	88.7	99.2	93.3
38	-24.1*	10.8	32.0	24.2
39	100.6	.	107.6	96.6
40	10.1	2.7*	66.1	29.1
41	.	.	96.6	95.0
42	101.7&99.5	95.6	102.9&104.6	110.6&97.4
43	114.8	104.0	75.2	116.2
44	108.5	101.0	102.9	90.3
45	37.9	82.3	70.6	86.2

no.	Molecule	RPMI-8226	MDA-MB-435	MCF7	K-562
46	CNc1ccc(CSc2ccccc2)cc1	75.7	94.7	89.9	103.4
47	CC1=C(C)C(=O)OC1=O	110.0	101.8	95.3	101.9
48	Nc1ccc2[nH]c(-c3ccccc3)cc(=O)c2c1	86.1	-21.2*	51.7	.
49	COc1cccc(C(C)=O)c1O	106.3	100.1	105.8	104.7
50	COc1cccc(C(=O)NNc2nc(Cl)nc(Cl)n2)c1	95.7	105.0	82.8	96.7
51	CS(=O)(=O)c1nnc(-c2ccccc2)s1	99.5	96.5	77.8	78.4
52	Clc1ccc(NCc2cn(Cc3nc4ccccc4[nH]3)nn2)cc1	98.0	76.7	93.1	77.1
53	COc1cc(CNS(=O)(=O)c2ccc(C)cc2)ccc1OCc1cn(-c2ccc(F)cc2)nn1	61.1	94.4	85.9	65.3
54	CC1CCCC(C)C1=O (stereo not given)	120.6	103.6	100.3	96.5
55	CCSc1nnc(Cc2ccc(OC)cc2)n1-c1ccc(C)cc1	87.5	111.2	105.6	82.8
56	COc1ccc(/C=N\N2CCOCC2)cc1OC1CCCC1	102.9	106.4	93.2	107.6
57	COc1ccc(C2Nc3ncnc(N)c3N=C3c4ccccc4C(=O)C32)cc1 (stereo not given)	80.0	96.9	95.5	84.5
58	CCOc1cc2c(c(O)c1OCC)C(=O)N[C@@H]1[C@@H](O)[C@@H](O)[C@H](O)C[C@@H]21	101.6	108.5	90.9	93.8
59	O=C1CN(Cc2ccc3c(c2)OCO3)NO1	114.6&109.5	103.5&123.0	90.4&88.2	144.0&96.1
60	COc1ccc(/C=C(\C#N)c2ccc([N+](=O)[O-])cc2)c2ccccc12	82.8	62.6	71.8	44.7

no.	MDA-MB-468	SR	MDA-MB-231	MOLT-4
46	99.7	87.8	100.6	66.8
47	104.5	100.2	109.6	97.9
48	51.0	4.3*	100.2	63.8
49	105.1	85.4	115.7	98.0
50	101.5	100.7	104.1	100.9
51	-8.5*	40.3	101.3	88.1
52	92.9	70.9	79.7	89.0
53	62.3	78.9	91.0	78.2
54	108.3	.	99.6	95.8
55	97.5	91.8	114.6	83.3
56	116.8	100.6	110.5	121.9
57	86.1	9.7*	97.9	57.9
58	94.8	91.7	102.8	102.8
59	101.1&100.2	154.4&94.8	111.2&113.4	173.0&88.3
60	84.7	31.0	45.0	88.3

no.	Molecule	RPMI-8226	MDA-MB-435	MCF7	K-562
61	CC[C@]12C=CCN3CC[C@@]4(c5cc(NC(=O)CCC(=O)O[C@H]6CC[C@H]7[C@@H]8CCC9=CC(=O)CC[C@@H]9[C@H]8CC[C@]67C)c(OC)cc5N(C)[C@H]4[C@@](O)(C(=O)OC)[C@@H]1OC(C)=O)[C@@H]32	54.6	20.7	80.0	.
62	C=C1CCC[C@]2(C)CCC[C@H](C)[C@@H](OC(C)=O)[C@@H]3OC(=O)C(=C)[C@@H]3C[C@H]1O2	54.8	53.9	57.4	61.7
63	CSc1nc(N(C)C)c2[nH]c(Cl)nc2n1	94.3	103.1	89.8	102.2
64	COc1ccc(C2=Nc3c(N)ncnc3NC(c3sc(Cl)nc3Cl)C2)cc1 (stereo not given)	81.4	101.6	87.0	84.5
65	O=C(CCn1ccnc1)Nc1cc(S(=O)(=O)Nc2ccccc2Cl)ccc1O	88.5	114.4	113.4	95.6
66	Cc1cc(C2(c3cc(C)c(OCC(O)CO)cc3C(C)C)OC(=O)c3ccccc32)c(C(C)C)cc1OCC(O)CO (stereo not given)	45.7	61.4	53.2	44.1
67	COc1ccc(C2N(c3cc(OC)c(OC)c(OC)c3)C(=O)C2(F)F)cc1F (stereo not given)	20.8	12.9	15.1	10.5
68	CCc1nc(N)nc(N)c1C#CC(C)c1cc(-c2ccnc(C)c2)c2oc(C)nc2c1 (stereo not given)	2.4*	19.4	8.6*	.
69	C=CCn1c(SC/C(=N\O)c2ccccc2)nnc1-c1cc(-c2ccc(Cl)cc2)nc2ccccc12	42.4	44.8	14.3	21.8
70	Cc1ccc(C2=Nc3c(ccc4c(C)c(C)c(=O)oc34)OC2)cc1	94.4	104.4	115.4	95.4
71	CCCNC(=O)c1sc2ncnc(Oc3ccc(NC(=O)Nc4ccc(C)c(Cl)c4)cc3)c2c1C	.	100.6	86.3	107.0
72	COc1cc2cc3c(nc2cc1OC)CCN3Cc1ccc(NC(=O)c2ccc(F)cc2C)cc1	90.6	101.8	88.1	89.7
73	O=S(=O)(O)C1CC(S(=O)(=O)O)NC(S(=O)(=O)O)C1 (stereo not given)	109.3	112.9	95.0	105.2
74	NNC(=O)CO	104.5	109.1	95.3	112.6

no.	MDA-MB-468	SR	MDA-MB-231	MOLT-4
61	51.9	40.0	68.5	40.3
62	31.8	.	70.7	64.0
63	108.4	90.7	110.0	.
64	85.1	33.5	92.5	92.5
65	.	100.3	97.6	71.0
66	63.3	64.3	68.5	26.1
67	44.5	18.7	54.0	18.7
68	-20.6*	3.4*	25.6	1.7*
69	13.1	17.4	46.0	15.7
70	113.1	103.5	104.9	101.3
71	103.7	64.6	78.3	59.4
72	102.3	77.1	86.1	79.4
73	102.1	109.9	117.9	112.4
74	113.6	.	.	109.0
